Source: PubChem BioAssay (Fisher Drug Discovery Resource Center)
NPYLR7 ag: agonists of mosquito NPYLR7 receptor, primary screen, cell-based, Aedes aegypti, calcium fluorescence, mosquito biting behavior; Aedes aegypti neuropeptide Y-like receptor 7 (NPYLR7); HEK293T NPYLR7/Galpha15, GCaMP6s calcium fluorescence; activation, % at 10 µM; 270,000 tested, 0.15% active; in the data active means activation above about 40%;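 further: 0% = vehicle and 100% = reference agonist at the receptor; some compounds past the cut are filed as inactive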
hcGAS inh: Primary biochemical luminescence assay for human cyclic GMP-AMP synthase inhibitors; recombinant h-cGAS, ATP depletion, Kinase-Glo luminescence; AID 1259398, 2018; 290,000 tested, 0.081% active; inhibition, % at 12.5 µM;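 further: 0% = vehicle reaction and 100% = reaction without DNA for no activity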
Target sequence (Q8N884 whole entry, looked up): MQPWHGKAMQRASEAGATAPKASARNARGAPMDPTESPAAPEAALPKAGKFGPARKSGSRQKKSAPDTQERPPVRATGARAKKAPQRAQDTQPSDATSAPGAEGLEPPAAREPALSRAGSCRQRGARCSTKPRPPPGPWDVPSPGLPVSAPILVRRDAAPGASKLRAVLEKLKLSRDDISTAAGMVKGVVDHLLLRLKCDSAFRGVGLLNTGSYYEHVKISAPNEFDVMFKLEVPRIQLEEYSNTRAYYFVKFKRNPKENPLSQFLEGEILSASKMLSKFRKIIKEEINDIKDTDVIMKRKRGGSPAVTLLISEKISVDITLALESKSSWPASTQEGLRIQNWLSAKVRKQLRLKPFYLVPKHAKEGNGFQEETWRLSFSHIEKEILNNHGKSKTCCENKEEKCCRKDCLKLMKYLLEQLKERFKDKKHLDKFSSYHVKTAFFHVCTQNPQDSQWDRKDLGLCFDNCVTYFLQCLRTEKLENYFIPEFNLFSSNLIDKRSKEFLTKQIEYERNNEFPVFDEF
mcGAS inh: cyclic GMP-AMP synthase inhibitors, mouse, primary biochemical chemiluminescence. inhibition, % at 12.5 µM. Q8C6L5. 160,000 tested, 0.15% active. recombinant cGAS, Kinase-Glo ATP depletion luminescence;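 further: 0% = negative control wells and 100% = reference inhibitor with no enzyme activity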
* hit, by the source's call; . = no result given; & = joins results of further samples. Unless noted, no stated cut-off is given here; in the data, active means inhibition above about 40%; inactive means the rest. An unsorted share of the library; 0.26% or so of the library scored in one or more.

structure,NPYLR7 ag,hcGAS inh,mcGAS inh
COc1cc(OC)cc(C(=O)N2CCN(c3cccc(C(F)(F)F)c3)C(=O)C2C)c1 (stereo not given),1,-2,-3
c1csc(-c2nccn2Cc2ccccc2-n2cccn2)c1,10,-2,.
CC(C)C(=O)N(Cc1ccco1)Cc1ccccc1OS(C)(=O)=O,16,-1,-4
CCOC(=O)N1CCC(NC2CCN(c3cccc(NC(=O)CC4CCCC4)c3)CC2)CC1,4,-5,-18
CCOc1ccc(NC(=O)CSc2nc3c(c(=O)n2CCOC)SC(C)C3)cc1 (stereo not given),3,-4,.
Cc1ccc(-c2ocnc2C(=O)OCc2cccc(C(N)=O)c2)cc1,0,-3,.
O=C(Nc1ccc2c(c1)OCCO2)c1cc(F)ccc1Br,6,-14,.
COc1ccc(-c2cc3c(=O)n(CC(=O)Nc4ccc(C)cc4Br)ccn3n2)cc1OC,11,-4,-7
CCOc1ccc(CNC(=O)N(CC)Cc2ccoc2)cc1F,0,-5,.
COc1ccc(C)cc1S(=O)(=O)C1CS(=O)(=O)CC1N1CCOCC1 (stereo not given),0,-8,.
O=C1OC(/C=C/c2ccccc2)=NC/1=C/c1ccc([N+](=O)[O-])cc1,-1,5,.
Cc1ccccc1-n1ncc(C(=O)N2CCCCC2)c1-c1ccccc1,.,-5,-11
O=c1c[n+]([O-])c2ccccc2n1OCc1ccc(Oc2ccccc2)cc1,-3,-9,.
Cc1ccc(N2CCC(n3nccc3NC(=O)c3ccccc3C)CC2)nn1,-6,-5,-11
Cc1ccc2oc(CN(Cc3ccccc3Cl)C(=O)COCc3ccccc3)nc2c1,-5,-5,-6

Grouped by structure: those above containing a furan ring, fused or not.
structure,NPYLR7 ag,hcGAS inh,mcGAS inh
CC(C)C(=O)N(Cc1ccco1)Cc1ccccc1OS(C)(=O)=O,16,-1,-4
CCOc1ccc(CNC(=O)N(CC)Cc2ccoc2)cc1F,0,-5,.

The listing continues:
structure,NPYLR7 ag,hcGAS inh,mcGAS inh
CC(C)C(CNc1ccc(S(=O)(=O)N2CCCCCC2)cc1[N+](=O)[O-])N1CCOCC1 (stereo not given),13,-1,.
Cc1ccc(C(C)CCN2CCC3(CC2)C(=O)N(C(C)C)C(=O)N3CCC(C)C)o1 (stereo not given),-9,4,4
Cc1ccc(F)c(CC(=O)N2CCOC(COc3ccc(F)cc3)C2)c1F (stereo not given),12,-9,-5
Cc1ncc(CO)c2c1Oc1nc(-c3cccc(Cl)c3)nc(SCC(=O)N3CCOCC3)c1C2,8,-9,-8
Cc1c(C2NC3(CCCC3)C(=O)N2CC2CC2)cc(C#N)n1C (stereo not given),6,4,.
COCc1cc(C)nc(OCC(=O)N/N=C\c2cccs2)c1C#N,-4,-4,-4
CC(C)c1nccc(CN2CCCCC2CCc2ccc(O)cc2)n1 (stereo not given),2,-4,-10
C=CCN(Cc1csc(COc2cc(C)cc(C)c2C)n1)C(=O)c1ccc(Cl)cc1,.,3,1
Cc1nnc(SCCCNC(=O)c2ncc[nH]2)s1,4,-8,.
O=c1[nH]c(CN2CCC(c3nc4ccccc4s3)CC2)nc2ccsc12,8,-5,-4
Cc1cc(NC(=O)c2ccc(Cl)nc2)nn1-c1ccc(Cl)c(Cl)c1,.,-1,1
Cc1c(C(=O)N2CCC(Cc3ccccc3)CC2)cc(-c2ccccc2)n1-c1ccc(F)cc1F,-7,-4,-4
CCCn1c2c(=O)n(C)c(=O)n(C)c2n2c(-c3ccccc3Cl)nnc12,5,-3,.
COc1ccc(NC(=O)N2C[C@@H]3C[C@H](C2)c2ccc(NS(=O)(=O)Cc4ccccc4)c(=O)n2C3)cc1,-5,-1,-5
COc1ccc(NC(=O)C(=O)NCCN2CCN(C(=O)c3ccc(Br)cc3)CC2)cc1,-23,1,2

Further records follow.
structure,NPYLR7 ag,hcGAS inh,mcGAS inh
C=CCNCc1cccc(OC)c1OCC(=O)NC(C)(C)C,4,-1,.
COc1cc(=O)n(-c2ccccc2C)nc1C(=O)Nc1ccc(F)cc1F,3,-9,.
CCCn1c(C)cc(C(=O)Cn2cnc3sccc3c2=O)c1C,14,-4,.
CCn1c(CC2CCN(CCn3c(=O)oc4ccccc43)CC2)n[nH]c1=O,-9,-4,-17
COc1cccc([C@@H](C)NC(=O)c2c(C)noc2-c2ccncc2)c1,8,-2,-3
COc1ccc(C(NC(=O)C2CCN(CCCOc3ccccc3)CC2)c2cccs2)cc1 (stereo not given),6,-4,-5
CCC(C)c1ccc(-n2c(-c3cc(C)c(OC)cc3C)nc3ccccc3c2=O)cc1 (stereo not given),5,-2,-4
Cc1ccc(N2C(=O)CSC2c2ccccc2NC(=O)c2ccc(Cl)cc2)cc1 (stereo not given),.,-14,-10
CCc1cnc(C)nc1N1Cc2cnc(-c3ccccc3)nc2C1,-1,3,-1
COCCn1c(CN(C)C(C)C)cnc1S(=O)(=O)C1CCCCCC1,1,-6,-11
CC(C)n1ncc2cc(NC(=O)CCCNC(=O)c3cccs3)cnc21,-1,5,-2
COc1ccccc1NC(=O)N1CCn2cccc2C1C (stereo not given),2,-6,.
CSc1cccc(CN(C)C(=O)c2ncn[nH]2)c1,10,-3,.
CC(C)c1c(O)nc(SCCN(C)C)[nH]c1=O,1,-9,.
CCn1nc(NC(=O)NCc2cccc(N(C)C)c2)cc1C1CC1,-3,4,-4

Additional records follow.
structure,NPYLR7 ag,hcGAS inh,mcGAS inh
CCOc1cn2c(cc1=O)C(=O)N(CCNC(=O)c1ccc(C(C)(C)C)cc1)CC2,13,-3,.
COc1ccc(/C=C2\Oc3c(cc(COC(C)=O)c(OC(C)=O)c3C)C2=O)cc1OC,-4,-2,1
C=C(C)[C@@H]1CC=C(CN2CCC(c3nn(C)c(=O)n3CC)CC2)CC1,.,-16,-7
CCc1ccc(NC(=O)N(CC(=O)N(CCc2c[nH]c3ccccc23)Cc2ccc(OC)c(OC)c2)CC(C)C)cc1,23,-5,-5
C=CCOC(=O)C1=C(C)N=c2sc(=Cc3ccc(C)o3)c(=O)n2C1c1ccccc1 (stereo not given),-5,-8,-8
Cc1ccc(-c2ccc(CCC(=O)NCc3cccs3)n2-c2ccc(CC#N)cc2)c(C)c1,-2,-5,-10
C=CCn1c(N(C)Cc2ccccc2)nc2c1c(=O)[nH]c(=O)n2C,3,-12,.
Cc1nc(Cn2ncc(Cl)c(Cl)c2=O)cs1,10,1,.
CCOC(=O)CCCC(=O)N1CCC(c2nc(-c3ccc(OC)cc3)no2)CC1,-1,-1,-3
COC(=O)C1=C(O)/C(=C\c2cc(OC)cc(OC)c2)SC1=Nc1cccc(F)c1,0,-3,1
COC(=O)Nc1ccc(S(=O)(=O)N(CCO)CCO)cc1,-8,-1,-3
O=S(=O)(Nc1ccc(Br)cc1F)c1ccc(Cl)c(C(F)(F)F)c1,1,-10,.
Cc1cc(-c2cc(C(=O)NCC3CCCO3)c3c(C)noc3n2)c(C)s1 (stereo not given),-2,-5,.
CC(C)NC(=O)N1CCN(S(=O)(=O)c2cc(F)ccc2F)CC1,0,-6,.
COc1cccc(CN2CCCC(O)(CNC3Cc4ccccc4C3)C2=O)c1 (stereo not given),2,-3,.

Additional records
structure,NPYLR7 ag,hcGAS inh,mcGAS inh
COCCNC(=O)c1ccc(Cn2c(C)c(C)sc2=NC(=O)c2cccc(OC)c2)o1,7,-6,.
COc1ccc2cc(-c3[nH]ncc3CN3CCOCC3)ccc2c1,11,-11,.
Cc1cc(Br)cc(Cl)c1NC(=O)C1(C)CC1(Cl)Cl (stereo not given),0,-9,.
CCCSc1ncccc1C(=O)NC(c1ccccc1)c1ccccn1 (stereo not given),0,-7,-3
Cc1nc(CN2CCN(c3nccc(C4CCCC4)n3)CC2)no1,7,-9,.
COc1ccccc1N=P(N(C)C)(N(C)C)C12CC3CC(CC(C3)C1)C2,7,-5,-6
CCOC(=O)c1ccc(NC(=O)c2sc(NC(=O)c3cc(OC)c(OC)c(OC)c3)c(C(=O)OCC)c2C)cc1,11,-7,-7
Fc1ccc(C(c2ccc(F)cc2)N2CCN(C/C=C/c3ccccc3)CC2)cc1,-4&-1&-4,0&-3&-3&0,-3&-1
CCCCCCCCCCCCCCCCCCCCCCO,0,-4,.
c1ccc(Cc2n[nH]c(CSc3ccccc3)n2)cc1,9,-8,.
O=C(Nc1nc(-c2ccccc2)cs1)C1c2ccccc2Oc2ccccc21,-5,-6,-5
c1cncc(NCCNc2ncnc3sc4c(c23)CCNC4)c1,-8,-4,.
CCCCNC(CC(=O)Nc1cc(Cl)ccc1O)C(=O)O (stereo not given),4,-1,-7
NC(=O)Cc1nc(-c2ccncc2)n[nH]1,7,-11,-6
Cc1c(C)n2c3c(=O)n(CCc4ccccc4)c(=O)n(C)c3nc2n1CCN1CCOCC1,1,-3,.

(listing goes on)
structure,NPYLR7 ag,hcGAS inh,mcGAS inh
O=C(Cc1c(Cl)cccc1Cl)NC(c1ccccc1)c1ccccn1 (stereo not given),0,-8,.
O=C(Nc1cccc(-c2nc3cc(Cl)ccc3o2)c1)c1ccc(F)cc1,7,-1,.
Cc1cccc(-n2nc(-c3ccccc3F)cc2C(=O)N2CCN(c3ccccc3F)CC2)c1,0,2,-2
O=C(Cc1ccc([N+](=O)[O-])cc1)N1CCN=C1SCc1ccccc1,11,-4,.
O=C(c1ccc([N+](=O)[O-])cc1)N1CCc2ccccc2C1,4,-10,.
CC(C)=CCN1CCN(Cc2cnn(-c3ccccc3F)c2)CC1CCO (stereo not given),-1,-4,.
Cc1ncc([N+](=O)[O-])n1S(=O)(=O)c1ccccc1,6,-2,-3
CCc1nc2c(OCC3COc4ccccc4O3)cccn2c1N(C)C(=O)c1ccc(OC)cc1 (stereo not given),-2,-4,-6
COc1cc2c(cc1OC)C(CNC(=O)c1ccc3c(c1)OCO3)N(C(=O)NC(C)(C)C)CC2 (stereo not given),-2,-10,-9
COc1cccc(-c2cc(C(=O)NC3CC3)n3nc(C(C)(C)C)cc3n2)c1,13&-13,0&0,-3&-1
CC(C)N(C)c1onc(-c2ccccc2)c1CN(Cc1ccco1)C(=O)c1ccco1,16,-5,-4
CCc1cccc(NC(=O)N2CCSC2c2cc(OC)cc(OC)c2)c1 (stereo not given),3,-6,-4
COCCNc1nc(C)nc2c1CCN(C(=O)N1CCOCC1)CC2,.,-9,-5
CCc1ccccc1Nc1nc2ccccc2n1CC,-1,-4,-5
COC(=O)C(=O)N1CCN(CC(OCc2ccc(C#N)cc2)c2cccc(N3CCCC3)c2)CC1 (stereo not given),.,-5,-6

Exported with two lines to a compound: part of the list above
Values run as follows: NPYLR7 ag	hcGAS inh	mcGAS inh
O=c1[nH]c(CN2CCC(c3nc4ccccc4s3)CC2)nc2ccsc12
 : 8	-5	-4
Cc1cc(NC(=O)c2ccc(Cl)nc2)nn1-c1ccc(Cl)c(Cl)c1
 : .	-1	1

Other results follow.
structure,NPYLR7 ag,hcGAS inh,mcGAS inh
CC(=O)Nc1cc(NC(C)=O)cc(C(=O)NC2CCCCC2)c1,12,-21,-5
O=C(c1cccc(F)c1)N(CCN1CCOCC1)Cc1nccn1Cc1ccccc1F,-2,0,0
CCOC(=O)CC1CCCCN1C(=O)CCc1nc(Cl)n[nH]1 (stereo not given),.,-15,-4
Cc1[nH]c(-c2cc3cccc4c3n(c2=O)CCC4)nc1-c1ccccc1,12,-9,.
COc1cc(C2C3=C(CCCC3=O)OC(=N)C2C#N)ccc1OC(C)=O (stereo not given),-12,-1,-6
CS(=O)(=O)N1CCCC1C(=O)N1CCN(c2nc3c(Cl)cccc3s2)CC1 (stereo not given),-2,-2,.
CCc1nc2ccc(C(=O)NCc3ccc4c(c3)OCO4)cn2c1N(CC)C(C)=O,-3,-8,-2
CCN(CC)c1ccc(CNC(=O)N2CCC(C#N)CC2)cc1,1,-6,.
CN(Cc1ccnc2ccccc12)C(=O)CS(C)(=O)=O,-1,1,.
Cc1ccccc1C1=NOC(CN(Cc2ccc(C(F)(F)F)cc2)C(=O)C2CCC2)C1 (stereo not given),18,-7,-7
Cc1cc(=O)[nH]c(SCC(=O)Nc2cc(Cl)ccc2-n2cncn2)c1C#N,2,-4,.
Cc1cc(N(C)C)ccc1Nc1nccc(C(F)(F)F)n1,1,-6,.
CCCCc1ccc(C(=O)N(CC(=O)N(Cc2ccccc2)Cc2cccn2Cc2ccc(F)cc2)C(C)C)cc1,-7,-2,-3
Cc1ccc(C2=N/C(=C\C(Br)=C\c3ccccc3)C(=O)O2)cc1[N+](=O)[O-],-6,1,.
Cn1ccnc1SCCn1ccnc1-c1cccc(Cl)c1,.,-1,-6

Carrying on:
structure,NPYLR7 ag,hcGAS inh,mcGAS inh
COc1ccc(OC)c(/C=C2\SC(N)=NC2=O)c1,-6,5,6
Cn1cccc1C1CC(c2ccccc2Cl)=NN1C(=O)CN1CCCC1 (stereo not given),16,-2,-4
O=C(Nc1cccc(Cl)c1)C(C1CCCC1)N1CCN(C(=O)c2ccco2)CC1 (stereo not given),-1,-7,-4
O=C(CNC(=O)c1ccccc1Cl)N=Nc1c(O)[nH]c2ccc([N+](=O)[O-])cc12,0,-7,-5
COc1ccc(CCNC(=O)c2cc3n(n2)CCN(Cc2cccc(C(F)(F)F)c2)C3=O)cc1OC,14,2,-5
